IDH1 mut inh = inhibitors of human IDH1 R132H | IDH1 R132H reductase, diaphorase/resazurin fluorescence, 60 min | inhibition, % at 10 µM | 70,000 compounds, 0.18% hits | AID 624101; in the data active means inhibition above about 34%;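 further: 0% = DMSO and 100% = no enzyme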
Target sequence (O75874 whole entry R132H): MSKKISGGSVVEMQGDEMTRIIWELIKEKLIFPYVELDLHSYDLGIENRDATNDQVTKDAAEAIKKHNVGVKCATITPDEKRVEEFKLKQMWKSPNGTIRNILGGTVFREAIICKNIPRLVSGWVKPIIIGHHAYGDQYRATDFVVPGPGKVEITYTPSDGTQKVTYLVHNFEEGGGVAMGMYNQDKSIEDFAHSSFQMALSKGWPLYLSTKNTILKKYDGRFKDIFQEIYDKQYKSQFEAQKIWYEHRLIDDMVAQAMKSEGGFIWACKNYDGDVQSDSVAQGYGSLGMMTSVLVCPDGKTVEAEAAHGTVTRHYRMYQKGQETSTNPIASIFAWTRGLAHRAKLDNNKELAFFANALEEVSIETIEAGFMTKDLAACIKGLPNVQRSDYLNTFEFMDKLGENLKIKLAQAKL
EZH2 inh = inhibitors of human EZH2/PRC2 methyltransferase. Q15910. PRC2 H3K27 methylation, DELFIA TRF, 1 h. inhibition, % at 12.5 µM. 57,000 compounds, 0.35% hits;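 active means mean inhibition of replicates at least 50% and every single replicate also reaching 50%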;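 further: dimethyl H3K27 on biotinylated H3 21-44 peptide detected by antibody; plate controls were median neutral control wells for no effect and median positive control wells for full effect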
Numbers without * were called inactive; . = not tested or not shown; & = joins results of further samples.

SMILES | IDH1 mut inh | EZH2 inh
C[C@H]1CN([C@@H](C)CO)C(=O)c2cc(NC(=O)Nc3ccc4c(c3)OCO4)ccc2O[C@H]1CN(C)S(=O)(=O)c1cn(C)cn1 | -1.6 | .
Cc1cc(C)c(OCC(=O)Nc2c[nH]c(=O)[nH]c2=O)cc1C | 0.0 | -8
C[C@@H]1CCCCO[C@@H](CN(C)CC2CCCCC2)[C@@H](C)CN([C@@H](C)CO)C(=O)c2cc(NC(=O)Nc3ccccc3)ccc2O1 | -3.0 | .
C[C@H]1CCCCO[C@@H](CN(C)S(=O)(=O)c2ccc(F)cc2)[C@@H](C)CN([C@@H](C)CO)C(=O)c2cc(NS(=O)(=O)c3ccc(F)cc3)ccc2O1 | 0.0 | .
CNC[C@@H]1OCCCC[C@H](C)Oc2ccc(NC(=O)Nc3ccc(C(F)(F)F)cc3)cc2C(=O)N([C@H](C)CO)C[C@@H]1C | 3.3 | -14
CO[C@H]1CN(C)C(=O)c2ccc(NC(=O)Nc3cccc(Cl)c3)cc2OC[C@@H](C)N(C(=O)Nc2c(C)noc2C)C[C@H]1C | 0.2 | -27
CCCNC(=O)C[C@H]1C[C@H]2c3cc(NC(=O)c4cccnc4)ccc3O[C@H]2[C@@H](CO)O1 | -0.8 | -3
C[C@H](CO)N1C[C@H](C)[C@H](CN(C)C(=O)CC2CC2)Oc2ncc(C#CCC3CCCC3)cc2C1=O | -0.1 | .
C[C@H](CO)N1C[C@H](C)[C@H](CN(C)S(=O)(=O)c2ccc(C#N)cc2)Oc2ncc(C#Cc3ccccc3)cc2C1=O | 0.6 | .
C[C@H](CO)N1C[C@H](C)[C@@H](CN(C)S(=O)(=O)c2ccc(Cl)cc2)Oc2ccc(NC(=O)NC3CCCCC3)cc2CC1=O | -0.3 | -9
CCCC#Cc1cnc2c(c1)C(=O)N([C@H](C)CO)C[C@@H](C)[C@@H](CN(C)C(=O)Nc1cc(F)ccc1F)O2 | 0.3 | -11
C[C@@H]1CN([C@H](C)CO)C(=O)CCCn2nncc2CO[C@H]1CN(C)Cc1ccncc1 | -1.6 | 16
C[C@H](CO)N1C[C@H](C)[C@@H](CN(C)S(=O)(=O)c2ccccc2)Oc2ccc(NC(=O)CCC(F)(F)F)cc2C1=O | . | 20
COCC(=O)Nc1ccc2c(c1)C(=O)N(C)C[C@@H](OC)[C@H](C)CN(C(=O)NC(C)C)[C@@H](C)CO2 | -0.2 | 7
CO[C@H]1CN(C)C(=O)c2cc(NC(=O)Nc3ccccc3)ccc2OC[C@H](C)N(C(=O)Nc2c(C)noc2C)C[C@@H]1C | 0.5 | -7
COc1ccc(S(=O)(=O)N(C)C[C@@H]2Oc3ccc(NS(=O)(=O)c4ccc(Cl)cc4)cc3CC(=O)N([C@H](C)CO)C[C@@H]2C)cc1 | 2.3 | .
COc1ccccc1NC(=O)N(C)C[C@@H]1OCc2ccccc2-c2ccccc2C(=O)N([C@@H](C)CO)C[C@@H]1C | . | 5
C[C@@H]1CN([C@H](C)CO)C(=O)c2cc(NC(=O)CCCCCC(=O)Nc3ccccc3N)ccc2O[C@H]1CN(C)C(=O)Nc1ccc2c(c1)OCO2 | . | 9
C[C@@H]1CCCCO[C@@H](CN(C)Cc2ccc(C(=O)O)cc2)[C@H](C)CN([C@H](C)CO)C(=O)c2cc(NC(=O)c3ccncc3)ccc2O1 | 4.5 | .
C[C@H](CO)N1C[C@H](C)[C@H](CN(C)C(=O)Nc2ccccc2)Oc2ncc(-c3cccc(F)c3)cc2C1=O | -3.3 | 5
C[C@@H]1CN([C@H](C)CO)C(=O)Cc2cc(NC(=O)CCC(F)(F)F)ccc2O[C@@H]1CN(C)Cc1ccc(Cl)c(Cl)c1 | -0.1 | .
COc1ccc(C#Cc2ccc3c(c2)O[C@H](CN(C)C(=O)CN2CCOCC2)[C@H](C)CN([C@H](C)CO)S3(=O)=O)cc1 | -3.8 | -28
C[C@H](CO)N1C[C@H](C)[C@@H](CN(C)C(=O)c2cccc(F)c2)Oc2ncc(-c3cccnc3)cc2C1=O | 0.2 | -9
COc1ccc([N+](=O)[O-])cc1NC(=O)CN(C)S(=O)(=O)c1ccc(Br)cc1 | 0.1 | 3
Cc1ccccc1NC(=O)CSc1nnc(-c2cccc(Cl)c2)n1C | 0.0 | 11
CCCC(=O)Nc1ccc2c(c1)C(=O)N(C)C[C@H](OC)[C@H](C)CN(Cc1ccc(F)cc1)[C@H](C)CO2 | 0.0 | -3
COc1ccc(NC(=O)Nc2ccc3c(c2)CC(=O)N([C@H](C)CO)C[C@H](C)[C@H](CN(C)S(=O)(=O)c2cn(C)cn2)O3)cc1 | -4.6 | .
C[C@H]1CN([C@@H](C)CO)C(=O)c2cc(NC(=O)CCC(F)(F)F)ccc2O[C@H]1CN(C)S(=O)(=O)c1cn(C)cn1 | 0.3 | .
COc1cccc(S(=O)(=O)N[C@H]2C=C[C@@H](CC(=O)NCc3ccc(Cl)cc3)O[C@@H]2CO)c1 | 0.5 | 9
COc1ccc(NC(=O)N[C@@H]2CC[C@@H](CCn3cc(-c4ccccc4F)nn3)O[C@H]2CO)cc1 | 0.5 | -10
Cc1ccc(-c2cnc3c(c2)C(=O)N([C@@H](C)CO)C[C@H](C)[C@H](CN(C)C(=O)CN(C)C)O3)cc1 | 0.0 | -1
C[C@H](CO)N1C[C@H](C)[C@@H](CN(C)C(=O)Nc2ccccc2)Oc2ccc(N(C)C)cc2CC1=O | 1.7 | 3
C[C@]12CCC(=O)N1CCc1c2[nH]c2ccccc12 | . | -5&-3
CO[C@H]1CN(C)C(=O)c2cc(NC(=O)C3CCCCC3)ccc2OC[C@H](C)N(C)C[C@H]1C | 0.6 | 8
Cc1ccc(CN2C(=O)C(O)(CC(=O)c3cccc(N)c3)c3cc(Cl)ccc32)cc1 (centres undefined) | -0.2 | -14
C[C@@H]1CCCCO[C@@H](CN(C)C(=O)Nc2ccc3c(c2)OCO3)[C@H](C)CN([C@H](C)CO)C(=O)c2cc(NC(=O)Nc3ccc(F)cc3)ccc2O1 | 0.1 | .

Additional results.
The line under a structure holds: IDH1 mut inh, EZH2 inh
- C[C@H](CO)N1C[C@H](C)[C@@H](CN(C)CC2CC2)OCCCC[C@H](C)Oc2ccc(NC(=O)Nc3cccc4ccccc34)cc2C1=O
    -8.1, .
- CCC(=O)N(C)C[C@H]1Oc2cc(C#CC3CC3)ccc2S(=O)(=O)N([C@@H](C)CO)C[C@H]1C
    -1.6, 1
- Cc1ccc(S(=O)(=O)NC(C(=O)Oc2cc3oc(=O)cc(-c4ccccc4)c3cc2Cl)C(C)C)cc1 (centres undefined)
    0.2, 3
- CCCC#Cc1ccc2c(c1)O[C@@H](CN(C)Cc1ccccn1)[C@H](C)CN([C@H](C)CO)S2(=O)=O
    -4.6, 2
- CO[C@@H]1CN(C)C(=O)c2ccc(NS(=O)(=O)c3ccccc3F)cc2OC[C@@H](C)N(S(C)(=O)=O)C[C@H]1C
    0.3, 6
- O=C(C[C@@H]1CC[C@H](NC(=O)Nc2cc(F)ccc2F)[C@H](CO)O1)Nc1ccccc1
    -0.4, 0
- C[C@H](CO)N1C[C@H](C)[C@H](CN(C)S(=O)(=O)c2ccc(Cl)cc2)OCCCC[C@H](C)Oc2ccc(N(C)C)cc2C1=O
    0.4, -13
- CCCNC(=O)Nc1ccc2c(c1)OC[C@H](C)N(Cc1ccccn1)C[C@@H](C)[C@@H](OC)CN(C)C2=O
    0.2, 1
- C[C@@H]1CN([C@@H](C)CO)C(=O)c2cc(NS(=O)(=O)c3cn(C)cn3)ccc2O[C@@H]1CN(C)S(=O)(=O)c1cn(C)cn1
    -1.2, .
- COCC#Cc1ccc2c(c1)O[C@@H](CN(C)Cc1ccccn1)[C@H](C)CN([C@@H](C)CO)S2(=O)=O
    3.0, 7

4 compounds drawn at random from the list so far, as already listed:
The line under a structure holds: IDH1 mut inh, EZH2 inh
- O=C(C[C@@H]1CC[C@H](NC(=O)Nc2cc(F)ccc2F)[C@H](CO)O1)Nc1ccccc1
    -0.4, 0
- C[C@H](CO)N1C[C@H](C)[C@H](CN(C)S(=O)(=O)c2ccc(Cl)cc2)OCCCC[C@H](C)Oc2ccc(N(C)C)cc2C1=O
    0.4, -13
- CO[C@@H]1CN(C)C(=O)c2ccc(NS(=O)(=O)c3ccccc3F)cc2OC[C@@H](C)N(S(C)(=O)=O)C[C@H]1C
    0.3, 6
- CCC(=O)N(C)C[C@H]1Oc2cc(C#CC3CC3)ccc2S(=O)(=O)N([C@@H](C)CO)C[C@H]1C
    -1.6, 1

(list continues)
The line under a structure holds: IDH1 mut inh, EZH2 inh
- COc1ccc(CN(C)C[C@@H]2Oc3ccc(NC(=O)Nc4ccc(C(F)(F)F)cc4)cc3C(=O)N([C@H](C)CO)C[C@@H]2C)cc1
    -1.0, .
- C[C@@H]1CN([C@H](C)CO)C(=O)c2cc(-c3ccc(F)cc3)cnc2O[C@H]1CN(C)CC1CCCCC1
    -1.1, .
- C[C@@H]1CN([C@@H](C)CO)C(=O)c2cccc(NC(=O)c3nc4ccccc4s3)c2O[C@H]1CN(C)C(=O)Nc1ccc(C(F)(F)F)cc1
    1.4, .
- CC(C)NC(=O)Nc1cccc2c1O[C@H](CN(C)Cc1ccc(Cl)c(Cl)c1)[C@H](C)CN([C@@H](C)CO)C2=O
    0.9, -7
- CO[C@H]1CN(C)C(=O)c2cc(NS(C)(=O)=O)ccc2OC[C@@H](C)N(CCC(F)(F)F)C[C@H]1C
    0.6, 13
- CC(C)NC(=O)Nc1ccc2c(c1)C(=O)N([C@@H](C)CO)C[C@H](C)[C@@H](CN(C)S(=O)(=O)c1cccs1)OCCCC[C@H](C)O2
    1.3, .
- C[C@@H]1CCCCO[C@@H](CN(C)Cc2ccc(C(=O)O)cc2)[C@@H](C)CN([C@@H](C)CO)C(=O)c2cc(NS(C)(=O)=O)ccc2O1
    -0.1, .
- CCCNC(=O)N[C@@H]1CC[C@H](CCn2cc(-c3cccc(F)c3)nn2)O[C@H]1CO
    0.0, 1
- C[C@H]1CN([C@@H](C)CO)C(=O)c2cc(NC(=O)Cc3ccccc3)ccc2O[C@H]1CN(C)Cc1ccc(C(=O)Nc2ccccc2N)cc1
    3.7, -2
- O=c1ccc2ccc(O)cc2o1
    -1.2, -1
- CO[C@@H]1CN(C)C(=O)c2cc(NC(C)=O)ccc2OC[C@H](C)N(C(=O)c2cnccn2)C[C@H]1C
    -0.1, 11
- Cc1noc(C)c1NC(=O)N(C)C[C@@H]1Oc2ccc(NC(=O)NC3CCCCC3)cc2C(=O)N([C@H](C)CO)C[C@@H]1C
    1.9, .
- C[C@@H]1CN([C@@H](C)CO)C(=O)c2cc(NC(=O)c3ccncc3)ccc2O[C@@H]1CN(C)C(=O)NC1CCCCC1
    3.7, .
- COc1ccc(CN(C)C[C@@H]2Oc3ccc(NC(=O)NC4CCCCC4)cc3CC(=O)N([C@@H](C)CO)C[C@@H]2C)cc1
    0.0, 13
- CN1CCN(C(=O)C[C@H]2C[C@@H]3c4cc(NC(=O)Nc5ccc(C(F)(F)F)cc5)ccc4O[C@@H]3[C@@H](CO)O2)CC1
    0.5, 0
- O=C(N/N=C/c1ccc(OCCO)cc1)c1ccccc1O
    ., -7
- C=CCN1C(=O)[C@@]2(O[C@@H](CCO)[C@H]([Si](C)(C)c3ccc(OC)cc3)[C@H]2C)c2cc(NC(C)=O)ccc21
    ., 7
- C[C@H]1CN([C@@H](C)CO)C(=O)c2cc(NS(=O)(=O)c3cccs3)ccc2O[C@H]1CN(C)Cc1ccc(-c2ccccc2)cc1
    0.2, 48
- C[C@H]1CN([C@@H](C)CO)S(=O)(=O)c2ccc(C#CC3CCCC3)cc2O[C@H]1CN(C)C(=O)c1cccc(F)c1
    3.2, 6
- CC(C)NC(=O)N(C)C[C@H]1Oc2ccc(NC(=O)CCC(F)(F)F)cc2C(=O)N([C@H](C)CO)C[C@@H]1C
    3.3, .
- COCC(=O)Nc1ccc2c(c1)[C@H]1C[C@H](CC(=O)OC)O[C@H](CO)[C@H]1O2
    -2.0, 0
- COc1ccc(S(=O)(=O)N(C)C[C@@H]2OCc3ccccc3-c3c(n(C)c4ccccc34)C(=O)N([C@@H](C)CO)C[C@H]2C)cc1
    ., -14
- CCc1cc(C(N)=S)ccn1
    0.5, -15
- C[C@H](CO)N1C[C@H](C)[C@H](CN(C)Cc2ccccc2F)Oc2cc(C#CC3CC3)ccc2S1(=O)=O
    0.0, 11
- C[C@H]1CN([C@@H](C)CO)C(=O)Cc2cc(NC(=O)Cn3cnnn3)ccc2O[C@@H]1CN(C)C(=O)Nc1ccc(F)cc1
    -0.1, .
- CC(=O)Nc1ccc(OCC(=O)Nc2ccc(Cl)c(Cl)c2)cc1
    -0.4, -10
- O=c1[nH]nc(-c2ccc(NCc3cccnc3)c([N+](=O)[O-])c2)c2ccccc12
    -0.2, 13
- CO[C@H]1CN(C)C(=O)c2cc(NS(=O)(=O)c3ccccc3Cl)ccc2OC[C@@H](C)NC[C@H]1C
    0.4, 6
- CC(C)C#Cc1cnc2c(c1)C(=O)N([C@@H](C)CO)C[C@@H](C)[C@H](CN(C)C(=O)Nc1cc(F)ccc1F)O2
    0.0, 20
- C[C@@H]1CN([C@H](C)CO)S(=O)(=O)c2ccc(C#Cc3ccc(F)cc3)cc2O[C@H]1CN(C)C(=O)NC1CCCC1
    8.1, .
- COc1ccc(NC(=O)CSc2[nH]c(=O)cc(C)c2C#N)cc1OC
    -0.4, -7
- Cc1noc(C)c1NC(=O)Nc1ccc2c(c1)CC(=O)N([C@H](C)CO)C[C@H](C)[C@H](CN(C)Cc1ccncc1)O2
    ., -6
- C[C@@H]1CN([C@@H](C)CO)C(=O)c2cccc(NS(=O)(=O)c3ccc(Cl)cc3)c2O[C@H]1CN(C)Cc1ccc(Cl)c(Cl)c1
    -2.2, .

Entries from the list above that contain a thiophene ring, fused or not:
The line under a structure holds: IDH1 mut inh, EZH2 inh
- CC(C)NC(=O)Nc1ccc2c(c1)C(=O)N([C@@H](C)CO)C[C@H](C)[C@@H](CN(C)S(=O)(=O)c1cccs1)OCCCC[C@H](C)O2
    1.3, .
- C[C@H]1CN([C@@H](C)CO)C(=O)c2cc(NS(=O)(=O)c3cccs3)ccc2O[C@H]1CN(C)Cc1ccc(-c2ccccc2)cc1
    0.2, 48

These rows are one share of the data (hit frequency here may not be typical).
